# Screening results as filed in PubChem.
# TcdB GH inh = inhibitors of Clostridioides difficile toxin B glycohydrolase; P18177; TcdB glycohydrolase enzymatic assay, plate reader; inhibition, % at 9.99 µM; 350,000 compounds, 0.24% hits; AID 652162; in the data active means inhibition above about 10%
# Target sequence (P18177 whole entry, looked up): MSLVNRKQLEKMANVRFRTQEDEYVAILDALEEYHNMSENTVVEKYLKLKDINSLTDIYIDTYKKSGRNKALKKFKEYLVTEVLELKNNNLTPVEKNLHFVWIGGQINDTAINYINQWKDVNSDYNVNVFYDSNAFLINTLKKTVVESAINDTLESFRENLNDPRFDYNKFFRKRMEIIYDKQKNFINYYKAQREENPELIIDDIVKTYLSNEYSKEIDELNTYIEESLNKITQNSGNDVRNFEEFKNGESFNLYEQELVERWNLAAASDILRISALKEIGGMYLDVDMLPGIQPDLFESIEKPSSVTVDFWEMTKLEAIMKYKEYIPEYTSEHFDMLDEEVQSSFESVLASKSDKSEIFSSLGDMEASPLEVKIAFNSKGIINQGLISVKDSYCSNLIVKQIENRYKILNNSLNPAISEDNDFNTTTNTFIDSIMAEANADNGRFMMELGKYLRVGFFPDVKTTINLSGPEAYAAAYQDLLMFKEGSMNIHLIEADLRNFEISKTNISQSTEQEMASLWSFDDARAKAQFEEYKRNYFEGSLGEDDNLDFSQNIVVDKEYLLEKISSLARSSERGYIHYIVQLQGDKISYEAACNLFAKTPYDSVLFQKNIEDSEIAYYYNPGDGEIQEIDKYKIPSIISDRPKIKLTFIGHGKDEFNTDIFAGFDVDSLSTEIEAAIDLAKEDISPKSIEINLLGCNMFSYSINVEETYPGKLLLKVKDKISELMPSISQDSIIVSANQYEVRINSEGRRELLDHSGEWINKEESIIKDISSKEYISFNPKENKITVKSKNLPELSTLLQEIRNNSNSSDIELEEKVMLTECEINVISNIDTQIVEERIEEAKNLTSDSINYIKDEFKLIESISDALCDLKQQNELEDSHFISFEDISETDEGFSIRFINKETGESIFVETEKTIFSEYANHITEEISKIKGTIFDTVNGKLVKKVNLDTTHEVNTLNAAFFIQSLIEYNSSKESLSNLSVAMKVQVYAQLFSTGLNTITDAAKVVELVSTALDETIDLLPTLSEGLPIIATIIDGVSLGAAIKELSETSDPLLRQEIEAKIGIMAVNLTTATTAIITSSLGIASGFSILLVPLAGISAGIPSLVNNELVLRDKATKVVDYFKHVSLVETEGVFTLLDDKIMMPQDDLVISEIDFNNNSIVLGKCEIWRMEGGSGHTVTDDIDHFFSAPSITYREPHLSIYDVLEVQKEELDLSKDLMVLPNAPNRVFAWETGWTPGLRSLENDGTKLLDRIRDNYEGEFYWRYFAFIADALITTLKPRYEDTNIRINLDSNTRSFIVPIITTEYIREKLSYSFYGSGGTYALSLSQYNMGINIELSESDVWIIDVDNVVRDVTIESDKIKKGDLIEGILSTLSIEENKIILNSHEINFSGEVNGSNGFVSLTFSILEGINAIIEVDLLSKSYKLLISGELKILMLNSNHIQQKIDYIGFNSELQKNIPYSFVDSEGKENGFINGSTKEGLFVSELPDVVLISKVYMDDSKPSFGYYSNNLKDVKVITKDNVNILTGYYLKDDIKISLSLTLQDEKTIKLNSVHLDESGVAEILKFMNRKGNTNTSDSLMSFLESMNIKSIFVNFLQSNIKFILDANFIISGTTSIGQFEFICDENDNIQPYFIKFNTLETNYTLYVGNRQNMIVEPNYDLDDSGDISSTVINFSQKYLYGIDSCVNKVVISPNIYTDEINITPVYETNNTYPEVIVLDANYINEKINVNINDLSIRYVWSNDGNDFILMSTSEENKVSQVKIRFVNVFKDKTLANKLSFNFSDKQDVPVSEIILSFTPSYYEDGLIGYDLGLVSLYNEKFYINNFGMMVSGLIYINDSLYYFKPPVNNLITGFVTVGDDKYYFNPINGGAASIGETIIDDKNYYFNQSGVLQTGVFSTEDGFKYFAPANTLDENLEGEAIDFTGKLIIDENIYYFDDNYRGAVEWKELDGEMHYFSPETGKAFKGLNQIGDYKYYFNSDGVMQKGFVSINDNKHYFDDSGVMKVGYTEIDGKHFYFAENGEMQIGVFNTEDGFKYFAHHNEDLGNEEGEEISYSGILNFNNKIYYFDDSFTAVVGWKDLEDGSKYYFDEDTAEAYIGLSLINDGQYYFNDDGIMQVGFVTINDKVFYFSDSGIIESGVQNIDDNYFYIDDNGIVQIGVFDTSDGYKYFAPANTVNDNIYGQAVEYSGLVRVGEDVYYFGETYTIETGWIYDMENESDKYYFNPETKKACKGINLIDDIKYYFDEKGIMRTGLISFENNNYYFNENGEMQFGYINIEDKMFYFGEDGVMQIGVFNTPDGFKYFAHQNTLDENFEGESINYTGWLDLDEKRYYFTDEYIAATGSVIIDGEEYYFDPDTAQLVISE
# Vc quorum ag = inducers of Vibrio cholerae quorum light production without autoinducers; V. cholerae BH1578 lux reporter, luminescence, 6 h; activation, % at 18.7 µM; 350,000 compounds, 0.16% hits; in the data active means activation mostly above about 9.7%, no sharp cut-off; inconclusive means no clear call, values can overlap the other calls; inactive means mostly below about 3.7%; further: not every result past the cut was called active; inactives centre near 0; reference of the scale not given here
# Anthrax LF prot = inhibitors of Bacillus anthracis lethal factor protease; inhibition, % at 10 µM; 360,000 compounds, 0.12% hits; AID 588501; multiplex microsphere protease cleavage assay, LF; in the data active means inhibition above about 30%; inconclusive means no clear call, values can overlap the other calls; further: plate controls were buffer without enzyme for full effect and enzyme alone for no effect
# Y pestis TopoI = blocks Yersinia pestis topoisomerase I activity | 360,000 compounds, 0.064% hits | AID 504884 | activity, % at 10 µM | Y. pestis Topo-I cleavage product accumulation, plate reader; in the data active means activity above about 50%, passing the limit was not always enough; inconclusive means no clear call, values can overlap the other calls; further: inactives centre near 2
# SSB-PriA inh = K. pneumoniae PriA-SSBct interaction inhibition; AlphaScreen SSBct-PriA binding, biotinylated peptide; inhibition, % at 33 µM; 430,000 compounds, 0.6% hits; in the data active means inhibition mostly above about 37%, no sharp cut-off; inactive means mostly below about 20%;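 further: plate controls were negative control peptide for no effect and reference peptide for full effect; strong numbers were not always called active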
# Rv3671c protease = inhibits the M. tuberculosis serine protease Rv3671c; inhibition, % at 5.96 µM; 320,000 compounds, 0.048% hits; AID 2606; P9WHR9; in the data active means inhibition above about 38%;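 further: extracellular domain of Rv3671c used as enzyme; 0% = enzyme with DMSO and 100% = no enzyme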
# VHR inh abs = blocks human VHR1 dual specificity phosphatase. P51452. recombinant VHR phosphatase, pNPP absorbance. inhibition, % at 13.3 µM. 290,000 compounds, 0.52% hits. AID 1654; in the data active means inhibition above about 50%; further: some compounds called inactive have numbers as strong as hits
# MazEF act = increases E. coli MazEF RNase cleavage of RNA. 350,000 compounds, 0.32% hits. AID 504720. activation, % at 20 µM. FAM/BHQ RNA-DNA oligo cleavage fluorescence, 5 h; in the data active means activation above about 50%
# 3CLpro inhibitor = SARS-CoV 3CLpro protease inhibition | inhibition, % at 6 µM | 290,000 compounds, 0.14% hits | recombinant SARS-CoV 3CLpro, quenched FRET peptide cleavage; in the data active means inhibition above about 12%
# PfHsp40 yeast = restores yeast growth despite PfHsp40 toxicity | growth rescue, % at 12.5 µM | AID 504582 | S. cerevisiae expressing PfHsp40, growth rescue, ATP luminescence | 340,000 compounds, 0.68% hits; in the data active means growth rescue above about 28%, passing the limit was not always enough; inconclusive means no clear call, values can overlap the other calls;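 further: yeast W303a lacking pdr1 and pdr3 grown in galactose medium; growth measured after three days at 30 °C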
# * marks the source's active call; other numbers are inactive results; i = inactive; ? = inconclusive; nt = no result given; & = joins results of further samples. The list is partial; the hit share may differ from the screen's.
SMILES,TcdB GH inh,Vc quorum ag,Anthrax LF prot,Y pestis TopoI,SSB-PriA inh,Rv3671c protease,VHR inh abs,MazEF act,3CLpro inhibitor,PfHsp40 yeast
CCN=C1NN=C(c2cc(C)n(CCc3ccccc3)c2C)CS1,0.4,-0.2,-1.4,-7.8,-7.2,nt,8.2,-2.1,0.1,1.5
CCCCCC(CC(=O)NO)C(=O)NC(C(=O)N1CCCC1CO)C(C)C (stereo not drawn),1.2,i,24.1,-1.2,-7.6,9.3,nt,3.1,nt,-0.5
COC(C[C@H](O)C[C@H](O)[C@H](C)OCc1ccccc1)OC,0.7,i,-0.9,2.4,-0.6,-5.7,11.1,6.0,nt,0.4
CCN(CC)C(=O)c1ccc(-c2nnc(Nc3cccc(O)c3)c3ccccc23)cc1,1.8,i,-4.5,-3.2,-15.6,7.9,12.1,3.6,1.4,-1.8
COCCN1C(=O)N[C@@H](c2cccc(C(F)(F)F)c2)[C@H](C(C)=O)[C@H]1C,nt,1.7,0.8,-0.1,-12.5,3.3,nt,7.0,nt,-1.4
Cc1ccc(C[n+]2cc(-c3ccc(Cl)cc3)n3c2CCC3)cc1,-0.1,-0.5,-18.3,0.9,-5.3,-1.8,4.9,10.0,-2.7,0.9
Cc1nnc(SCC(=O)Nc2nc(-c3ccc(F)cc3)cs2)[nH]c1=O,0.7,-0.7,-10.1,1.7,-3.4,8.6,4.3,1.2,1.1,0.3
O=c1cc(-c2ccc(O)cc2)oc2cc(O)cc(O)c12,0.6,-0.4,-14.1,-14.0,-7.2,-62.8,nt,-0.1,nt,-0.1
COC(=O)C1=C(c2ccc3ccccc3c2)C[C@@H]2CC[C@H]1N2C(=O)NCc1ccc(F)cc1,0.3,i,0.4,32.5,-5.6,-1.0,nt,-1.4,nt,14.1
Cc1cc(NC(=O)CSc2nc3ccsc3c(=O)n2NC(=O)c2ccccc2)no1,nt,-0.3,1.0,-9.6,-4.1,-1.8,13.3,0.7,4.1,-0.6
CCc1ccc(C(=O)COC(=O)c2ccc(Cl)nc2)cc1,-1.5,i,-6.5,3.2,-9.7,-5.1,20.6,-9.0,5.4,1.0
CCOC(=O)C1(C)C=C(Nc2ccc(C)cc2)C(=O)N1c1ccc(C)cc1 (stereo not drawn),-0.6,-0.2,-4.5,-0.5,-12.3,-4.8,8.2,6.3,2.3,1.2
CC1CCCCN1S(=O)(=O)c1ccc2c(c1)CCN2C(=O)C1CCC1 (stereo not drawn),0.3,i,3.7,29.8,-17.9,-1.0,26.1,2.3,1.7,0.9
O=C(NCCCN1CCOCC1)c1ccc(Cl)c([N+](=O)[O-])c1,1.2,0.5,7.9,-1.5,0.3,-0.7,nt,5.9,nt,nt
CCN1CCN(S(=O)(=O)c2ccc(Cl)c(C(=O)N(C)Cc3ccco3)c2)CC1,1.5,-0.5,nt,8.7,-4.2,nt,nt,-3.8,nt,-1.0
O=C(NCC(=O)N1CCOCC1)c1ccc(Br)o1,0.4,-0.3,-2.4,-2.1,-9.3,-1.6,nt,-13.4,nt,-1.8
Nc1ccc(N2CCN(CCCCN3C(=O)C4CCCN4C3=O)CC2)cc1 (stereo not drawn),-12.5,0.3,-14.9,20.3,36.0,19.4,-8.0,10.8,-1.4,-1.6
COC1C(O)C(C)OC(OC2C(Oc3cccc4c(O)c5c(=O)oc6ccc(C)c7c(=O)oc(c34)c5c67)OC(C)C(O)C2O)C1O (stereo not drawn),-1.7,nt,-10.6,-17.8,-6.2,nt,nt,-24.9,nt,-0.2
CCN(CC)C(=O)C1CCN(Cc2ccc(OCc3ccccc3)cc2)CC1,-0.4,-0.3,12.3,11.5,7.3,-1.5,23.3,-7.2,-0.5,-0.7
Cc1ccc(-c2nc(C=Nc3ccccc3)c(O)o2)cc1,-0.4,-0.5,-5.8,13.9,-0.7,-3.9,-6.2,6.3,2.1,1.5
Cc1c(C(=O)OCC(=O)N2CC(C)CC(C)C2)oc2ccccc12 (stereo not drawn),0.2,0.9,-0.6,29.5,-7.9,-1.1,nt,2.5,nt,-0.5
CCOC(=O)Cc1csc(NC(=O)/C=C/c2ccco2)n1,0.7,-0.2,nt,-0.6,5.2,-5.3,-11.0,-53.4,-1.5,-1.0
C/C(=N\NC(=O)Cc1cccn1C)c1ccco1,1.2,i,-7.8,-4.8,nt,1.0,21.3,2.0,-1.6,0.3
COc1ccc(OC)c(NC(=O)COC(=O)[C@H](Cc2ccccc2)NC(=O)c2ccco2)c1,1.5,2.1,3.6,19.5,8.2,0.5,nt,0.7,nt,1.2
CN(C(=O)CC1C(=O)NCCN1Cc1ccccc1F)C1CCOCC1 (stereo not drawn),1.8,-0.6,0.4,-0.5,-7.9,-8.9,19.2,-3.2,-3.9,-0.4
Cc1ccc(SC(C)c2nc(-c3ccncc3)no2)cc1 (stereo not drawn),nt,-5.6,-4.6,23.2,-36.3,-5.7,6.1,0.5,1.2,-0.7
O=C(/C=C/c1ccc(F)cc1)Nc1ccc(S(=O)(=O)N2CCOCC2)cc1,0.8,i,6.0,7.6,-6.6&-12.0,-23.0,10.5,-1.4,4.3,0.3
NC(=O)c1nsc(C(=O)N(c2cccc(O)c2)C(C(=O)NC2CCCC2)c2ccc(Cl)cc2)c1N (stereo not drawn),0.6,0.0,1.9,16.7,-15.7,-17.6,14.4,-2.6,-1.9,-2.3
O=C(Cc1ccc(Cl)cc1)Nc1cccc2ncccc12,-0.3,-0.4,-6.4,8.9,-3.7,6.8,13.6,0.1,-1.4,-0.3
CCN1CCN(S(=O)(=O)c2ccc(Cl)c(C(=O)NC3CCCC3)c2)CC1,0.4,i,3.0,3.0,5.8,1.8,nt,5.8,nt,-1.6

# Sorted by SMILES length (lowest first): three of the compounds above
SMILES,TcdB GH inh,Vc quorum ag,Anthrax LF prot,Y pestis TopoI,SSB-PriA inh,Rv3671c protease,VHR inh abs,MazEF act,3CLpro inhibitor,PfHsp40 yeast
C/C(=N\NC(=O)Cc1cccn1C)c1ccco1,1.2,i,-7.8,-4.8,nt,1.0,21.3,2.0,-1.6,0.3
O=C(Cc1ccc(Cl)cc1)Nc1cccc2ncccc12,-0.3,-0.4,-6.4,8.9,-3.7,6.8,13.6,0.1,-1.4,-0.3
CCN1CCN(S(=O)(=O)c2ccc(Cl)c(C(=O)NC3CCCC3)c2)CC1,0.4,i,3.0,3.0,5.8,1.8,nt,5.8,nt,-1.6

# New compounds follow.
SMILES,TcdB GH inh,Vc quorum ag,Anthrax LF prot,Y pestis TopoI,SSB-PriA inh,Rv3671c protease,VHR inh abs,MazEF act,3CLpro inhibitor,PfHsp40 yeast
CCOc1ccccc1NC(=O)C(OC(=O)c1ccc(O)cc1)c1ccccc1 (stereo not drawn),-0.8,-0.3,-0.6,-4.2,-3.4,-31.3,21.3,-0.1,2.4,-0.6
O=c1cccc2n1C[C@H]1C[C@@H]2CN2CCCC[C@@H]12,-1.3,i,-5.3,-0.1,nt,-0.9,-15.2,-2.0,2.5,-0.4
CNc1nnc(-c2ccc(C)cc2)c2ccccc12,0.8,0.1,0.7,?,1.2,10.3,2.8,0.7,0.7,-0.6
CCCCNC(=S)NNC(=O)C12CC3CC(CC(C3)C1)C2,nt,2.2,-2.8,-2.7,4.0,3.6,8.5,1.2,-9.4,1.0
CCCC(=O)N(CC(=O)Nc1sc(C)c(C)c1C(N)=O)Cc1ccccc1,1.7,0.9,-2.7,3.9,-1.4,-2.4,-0.9,1.6,4.6,-1.0
CC(=O)c1ccc(NC(=O)CCC(=O)N2CC(C)Oc3ccc(C)cc32)cc1 (stereo not drawn),0.5,-0.3,-3.8,8.6,-9.5,-3.5,-11.5,-19.8,9.2,-0.6
CCCC(=O)Nc1c(-c2ccc(C)cc2)c(=O)c2ccccc2n1C,1.4,-0.5,1.7,5.8,-6.6,nt,64.4,3.7,-1.1,0.5
CCN(CC)c1ccc(/C=N/N2CCN(c3ccccn3)CC2)cc1,1.4,i,-2.8,-5.6,i,3.3,12.0,0.4,0.4,1.6
C=CCn1c(SCC(=O)NCC2CCCO2)nc2sc(C)c(C)c2c1=O (stereo not drawn),-0.9,-0.2,-2.1,20.4,-13.0&-12.0,4.0,24.0,4.7,-3.0,0.5
CC(C)C(=O)Nc1ccc(-c2nc3cccnc3o2)cc1,nt,i,3.1,0.8,-13.6,4.8,26.8,3.4,0.2,2.4
CN(CC(=O)Nc1ccc(C#N)cc1)CC(=O)Nc1ccc(N2CCOCC2)cc1,nt,i,2.5,-5.4,-6.8,3.0,13.3,-0.5,3.8,-0.9
Cc1oc(-c2cccc(F)c2)nc1CN(Cc1ccccc1)C[C@@H]1CCC(=O)N1,0.9,-0.3,-0.3,5.1,7.6,1.0,8.4,0.4,-1.5,-0.4
COc1nc(Nc2ccc3c(c2)OCO3)nc(OC)n1,1.4,-0.2,-6.8,5.4,0.2,8.3,12.4,1.8,nt,-0.2
CCN(CC)c1ccc(/C=C2/C(=O)c3ccc(C(=O)O)cc3C2=O)cc1,2.3,-0.2,1.9,-14.3,-3.2,-34.7,-14.2,74.4*,-8.7,-1.2

# By substructure, those above containing sulfur
SMILES,TcdB GH inh,Vc quorum ag,Anthrax LF prot,Y pestis TopoI,SSB-PriA inh,Rv3671c protease,VHR inh abs,MazEF act,3CLpro inhibitor,PfHsp40 yeast
CCN=C1NN=C(c2cc(C)n(CCc3ccccc3)c2C)CS1,0.4,-0.2,-1.4,-7.8,-7.2,nt,8.2,-2.1,0.1,1.5
Cc1nnc(SCC(=O)Nc2nc(-c3ccc(F)cc3)cs2)[nH]c1=O,0.7,-0.7,-10.1,1.7,-3.4,8.6,4.3,1.2,1.1,0.3
Cc1cc(NC(=O)CSc2nc3ccsc3c(=O)n2NC(=O)c2ccccc2)no1,nt,-0.3,1.0,-9.6,-4.1,-1.8,13.3,0.7,4.1,-0.6
CC1CCCCN1S(=O)(=O)c1ccc2c(c1)CCN2C(=O)C1CCC1 (stereo not drawn),0.3,i,3.7,29.8,-17.9,-1.0,26.1,2.3,1.7,0.9
CCN1CCN(S(=O)(=O)c2ccc(Cl)c(C(=O)N(C)Cc3ccco3)c2)CC1,1.5,-0.5,nt,8.7,-4.2,nt,nt,-3.8,nt,-1.0
CCOC(=O)Cc1csc(NC(=O)/C=C/c2ccco2)n1,0.7,-0.2,nt,-0.6,5.2,-5.3,-11.0,-53.4,-1.5,-1.0
Cc1ccc(SC(C)c2nc(-c3ccncc3)no2)cc1 (stereo not drawn),nt,-5.6,-4.6,23.2,-36.3,-5.7,6.1,0.5,1.2,-0.7
O=C(/C=C/c1ccc(F)cc1)Nc1ccc(S(=O)(=O)N2CCOCC2)cc1,0.8,i,6.0,7.6,-6.6&-12.0,-23.0,10.5,-1.4,4.3,0.3
NC(=O)c1nsc(C(=O)N(c2cccc(O)c2)C(C(=O)NC2CCCC2)c2ccc(Cl)cc2)c1N (stereo not drawn),0.6,0.0,1.9,16.7,-15.7,-17.6,14.4,-2.6,-1.9,-2.3
CCN1CCN(S(=O)(=O)c2ccc(Cl)c(C(=O)NC3CCCC3)c2)CC1,0.4,i,3.0,3.0,5.8,1.8,nt,5.8,nt,-1.6
CCCCNC(=S)NNC(=O)C12CC3CC(CC(C3)C1)C2,nt,2.2,-2.8,-2.7,4.0,3.6,8.5,1.2,-9.4,1.0
CCCC(=O)N(CC(=O)Nc1sc(C)c(C)c1C(N)=O)Cc1ccccc1,1.7,0.9,-2.7,3.9,-1.4,-2.4,-0.9,1.6,4.6,-1.0
C=CCn1c(SCC(=O)NCC2CCCO2)nc2sc(C)c(C)c2c1=O (stereo not drawn),-0.9,-0.2,-2.1,20.4,-13.0&-12.0,4.0,24.0,4.7,-3.0,0.5
